# Assay outcomes: PubChem BioAssay, National Center for Advancing Translational Sciences (NCATS)
# PLK1 PBD inh: qHTS for Inhibitors of PLK1-PDB (polo-like kinase 1 - polo-box domain): Primary Screen; Serine/threonine-protein kinase PLK1 (Homo sapiens), P53350; Plk1 PBD binding of FITC phosphopeptide, fluorescence polarization; Potency, µM, inactives show max response, negative = inhibition, usual class: inhibitors; hit rate 2.8% among 360,000; note: potency is the fitted concentration of half-maximal effect; series mostly up to about 57 µM; % is set by controls: 0 for no effect and ±100 for the full control effect; nearly all actives have a fitted effect of over 65% in size
# PI5P4K alpha inh: qHTS for Inhibitors of phosphatidylinositol 5-phosphate 4-kinase (PI5P4K). hit rate 1.2% among 330,000. AID 652105, 2013. PI5P4Kalpha enzyme, ADP-Glo luminescence, 60 min; hits give low values. Phosphatidylinositol 5-phosphate 4-kinase type-2 alpha (Homo sapiens), P48426. max response, %; active = max response of -50% or lower; inconclusive = between -30% and -50%; inactive = -30% or higher; note: value at the top dose of about 77 µM; % is set by controls: 0 for no effect and ±100 for the full control effect
#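 Single end-point luminescence (ADP-Glo) quantified ADP from PI5P4Kalpha turnover; ATP 5 microM final, 1 h at RT, 0.1% CHAPS and 0.28 mM EGTA in HEPES pH 7.4.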
# EPAC2 agonist: qHTS for Agonist of cAMP-regulated guanine nucleotide exchange factor 4 (EPAC2): primary screen. EPAC2 activation, biochemical qHTS; response scale: 100% = 6.5 mM cAMP response. Potency, µM (highest dose often 154 µM), inactives show at the highest dose activation, most hits filed as activators. Rap guanine nucleotide exchange factor 4 (Homo sapiens), Q8WZA2. hit rate 0.079% among 360,000; note: potency is the fitted concentration of half-maximal effect; nearly all actives have a fitted effect of over 50% in size
# Target sequence (Q8WZA2 whole entry, looked up): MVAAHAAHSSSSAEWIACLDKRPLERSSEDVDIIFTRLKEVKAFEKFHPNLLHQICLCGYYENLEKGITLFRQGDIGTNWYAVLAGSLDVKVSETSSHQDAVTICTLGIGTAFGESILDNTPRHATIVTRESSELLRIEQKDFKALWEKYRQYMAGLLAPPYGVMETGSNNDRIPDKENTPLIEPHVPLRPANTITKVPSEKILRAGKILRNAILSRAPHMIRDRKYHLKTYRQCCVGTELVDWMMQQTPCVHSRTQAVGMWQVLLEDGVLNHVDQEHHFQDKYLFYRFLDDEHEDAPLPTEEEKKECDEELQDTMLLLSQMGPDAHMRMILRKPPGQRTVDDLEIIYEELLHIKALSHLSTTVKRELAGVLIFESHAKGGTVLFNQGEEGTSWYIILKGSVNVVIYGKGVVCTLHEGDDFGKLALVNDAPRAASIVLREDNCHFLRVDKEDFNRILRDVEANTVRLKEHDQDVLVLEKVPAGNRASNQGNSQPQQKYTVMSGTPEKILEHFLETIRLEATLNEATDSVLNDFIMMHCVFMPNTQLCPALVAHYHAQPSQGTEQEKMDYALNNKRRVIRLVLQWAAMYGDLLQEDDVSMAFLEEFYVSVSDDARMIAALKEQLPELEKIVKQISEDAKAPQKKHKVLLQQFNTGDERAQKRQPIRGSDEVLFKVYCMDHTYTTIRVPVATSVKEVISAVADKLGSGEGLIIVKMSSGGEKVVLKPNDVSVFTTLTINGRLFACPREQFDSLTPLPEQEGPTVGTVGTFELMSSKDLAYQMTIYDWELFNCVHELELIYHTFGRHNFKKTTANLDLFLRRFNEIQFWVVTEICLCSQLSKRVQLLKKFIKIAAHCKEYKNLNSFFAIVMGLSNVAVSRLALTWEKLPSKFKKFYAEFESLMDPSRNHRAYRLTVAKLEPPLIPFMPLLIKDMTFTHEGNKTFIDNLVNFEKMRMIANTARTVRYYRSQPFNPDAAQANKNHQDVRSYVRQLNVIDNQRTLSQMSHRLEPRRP
#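 Each well held 100 nM EPAC2, 250 nM RAP1B-BODIPY-GDP and 50 uM GDP. Fluorescence, read at 5-min intervals to 30 min, was referenced to a 6.5 mM cAMP positive control.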
# EPAC1 antag: qHTS for Antagonist of cAMP-regulated guanine nucleotide exchange factor 3 (EPAC1): primary screen. EPAC1 GEF assay, Rap1b-BODIPY-GDP exchange fluorescence. Potency, µM (series often up to 115 µM), without a hit: at the top dose activity change, negative = inhibition, usual class: inhibitors. hit rate 0.14% among 360,000;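 note: potency is the fitted concentration of half-maximal effect; plate controls were vehicle for no effect and positive control for full effect; nearly all actives have a fitted effect of over 50% in size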
# CCT modulator: High-Throughput Screening for Modulators of Cytosolic Chaperonin Activity; purified chaperonin ATPase assay, HTRF ADP detection, 30 min; activity change, % (test concentration not listed), hits read low; hit rate 0.3% among 360,000; AID 651819, 2012; in the data active = activity change below about -30%; note: % is set by controls: 0 for no effect and ±100 for the full control effect
#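 Enzyme 40 or 20 nM (batch-dependent) in Tris pH 7.4/KCl/MgCl2/DTT; cpd 76 uM single point; ATP 10 uM; 30 min 37 °C; Transcreener ADP HTRF detection, 30 min RT; ratio 665/615.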
# IL2 activator: qHTS of IL-2 Activators. IL-2 activation reporter assay, cell-based qHTS; stimulated with anti-CD3/CD4/CD28 beads; in transgenic mouse T cells. activation, % (series mostly up to about 46 µM). hit rate 0.065% among 360,000; in the data active = activation above about 50%; inconclusive = mostly about 30% to 49%; note: 0% is about no effect
#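 Readout is EGFP and DsRed signal by fluorescent plate cytometry after 18 h at 37 degrees C. Transgenic mouse T cells (750/well) received compound for 60 min before bead stimulation (anti-CD3, anti-CD4, anti-CD28); memory T cells served as non-tolerant control.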
# WRN inhibitor: qHTS for Inhibitors of WRN Helicase; Potency, µM (highest dose often 114 µM), for the others: top-dose activity change, negative = inhibition, most hits filed as inhibitors; WRN helicase unwinding, fluorescent forked duplex, kinetic; AID 651768, 2012; Bifunctional 3'-5' exonuclease/ATP-dependent helicase WRN (Homo sapiens), Q14191; hit rate 0.46% among 360,000; note: potency is the fitted concentration of half-maximal effect; % is set by controls: 0 for no effect and ±100 for the full control effect; nearly all actives have a fitted effect of over 55% in size
#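 Enzyme (20 nM final) and test compound sit together 15 min at room temperature before substrate addition. Substrate is a single-forked duplex oligonucleotide (100 nM) labelled with fluorophore and quencher, with 2 mM ATP; helicase unwinding raises red fluorescence, read kinetically.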
# EPAC1 agonist: qHTS for Agonist of cAMP-regulated guanine nucleotide exchange factor 3 (EPAC1): primary screen | Rap guanine nucleotide exchange factor 3 (Homo sapiens), O95398 | EPAC1 agonist qHTS, biochemical assay; response scale: 100% = response to 6.5 mM cAMP | Potency, µM (titrated, usually from 154 µM), for inactives: at the highest dose activation, hits mostly activators | hit rate 0.073% among 360,000; note: potency is the fitted concentration of half-maximal effect; nearly all actives have a fitted effect of over 60% in size
#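 Nucleotide exchange by EPAC1 (100 nM) on Rap1B–BODIPY-GDP (250 nM) in the presence of 50 uM GDP is tracked fluorescently at 480/540 nm over 30 min. Signals are normalized to a 6.5 mM cAMP control.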
# Starred values were filed as active, the others as inactive; ? = inconclusive; . = no result given; [ ] = remark or other dose. Unless noted, calls come from the whole dose curve; as a rule, active = well fitted curve in the direction sought with a large enough effect; inconclusive = small, poorly fitted or top-dose-only effect, or another doubt; inactive = no such curve, though single readings can be large; an effect the other way counts as inactive or inconclusive.
SMILES,PLK1 PBD inh,PI5P4K alpha inh,EPAC2 agonist,EPAC1 antag,CCT modulator,IL2 activator,WRN inhibitor,EPAC1 agonist
CC(CCc1ccccc1)NC(=O)COC(=O)c1cc(NS(=O)(=O)c2ccc(Cl)c([N+](=O)[O-])c2)ccc1O (stereo not given),0.8%,-1.1,-1.3%,0.0%,-0.9,0.9,-12.6%,2.2%
NS(=O)(=O)c1cccc(NC(=O)c2cccc(S(=O)(=O)N3CCCCCC3)c2)c1,2.6%,-0.3,6.7%,-10.9%,-0.2,-0.9,-25.0%,2.7%
CCN(CC)C(=O)COc1c(-c2ccco2)oc2ccccc2c1=O,-15.7%,-6.3,8.1%,-6.5%,-10.9,2.3,-34.2%,1.4%
C[C@H](CO)N1C[C@H](C)[C@@H](CN(C)S(=O)(=O)c2ccc3ccccc3c2)OCc2cnnn2CCCC1=O,-11.0%,6.7,22.4%,-12.1%,-1.6,0.5,-3.9%,15.3%
O=C(Nc1cccc(F)c1)/C(=C/c1ccco1)NC(=O)c1ccco1,-21.3%,-8.6,8.1%,-2.8%,0.6,-0.7,-2.2%,-2.8%
Cc1ccc(C)c(NC(=O)CSc2nc(C)cs2)c1,4.0%,0.3,3.9%,-7.9%,1.4,-0.1,15.5%,-3.7%
Cc1cc(NC(=O)CS(=O)(=O)c2cn(Cc3ccc(F)cc3)c3ccccc23)no1,-7.6%,7.5,6.5%,3.1%,-1.8,-2.2,-1.0%,-9.0%
CC(C)c1ccc(C(=O)N2CCOCC2c2cc(C(=O)Nc3ccccc3)no2)cc1 (stereo not given),-3.0%,-5.9,17.2%,-15.4%,-2.3,0.8,-0.6%,2.0%
CO[C@@H]1[C@@H](OC(N)=O)[C@@H](O)C(Oc2ccc3c(O)c(NC(=O)c4ccc(O)c(CC=C(C)C)c4)c(=O)oc3c2C)OC1(C)C (stereo not given in full),-1.1%,-5.4,0.3%,-15.6%,0.2,0.0,-1.9%,-15.7%
COc1ccccc1CN1C(=O)C(=O)N(Cc2cccc(C)c2)C1=O,3.5%,4.7,3.8%,2.4%,-1.6,-2.2,4.6%,-3.2%
COc1ccc(NC(=O)CCCC(=O)O)cc1Cl,-8.3%,3.8,6.0%,-1.0%,-3.1,-3.2,3.8%,9.6%
CCC1CCCCN1C(=O)Nc1cc(Cl)ccc1OC (stereo not given),-16.4%,3.7,2.0%,-6.4%,-4.5,-1.0,-1.5%,-2.3%
COc1ccc(/C=N/Nc2nn3cnnc3c3ccccc23)cc1,-10.5%,-7.0,2.5%,5.8%,-2.9,-0.5,?,8.2%
CN(Cc1ccon1)C(=O)CC1C(=O)NCCN1Cc1ccccc1C(F)(F)F (stereo not given),-15.8%,4.2,1.8%,28.4%,0.7,-1.4,-1.4%,14.0%
O=C(NCCc1ccccc1)C(=O)NCC1OCCN1S(=O)(=O)c1ccccc1 (stereo not given),6.1%,1.2,-3.5%,-8.6%,-1.2,0.7,3.6%,1.1%
CC(C)(Cc1ccc(O)cc1)NC(=O)CC(=O)N/N=C/c1ccc(Cl)cc1,-2.3%,4.2,-1.6%,-0.4%,-2.9,0.4,-0.9%,2.0%
CN1CCN(/N=C/c2ccc(Br)cc2)CC1,4.7%,-4.7,5.3%,-17.8%,0.5,-0.6,-0.4%[57.1 µM],-3.6%
Cc1ccc(S(=O)(=O)NC(CC(C)C)C(=O)Nc2nccs2)cc1 (stereo not given),-8.6%,2.1,1.8%,-12.5%,-0.4,0.0,-1.5%,2.4%
CSCCC(NS(=O)(=O)c1ccc2c(c1)oc(=O)n2C)C(=O)NCc1ccccc1 (stereo not given),-3.1%,7.2,2.0%,0.2%,1.0,-1.5,-5.3%,11.0%
O=C(CSc1ccccc1C(=O)O)NC1CCCCCC1,-0.7%,9.9,3.7%,18.7%,-0.5,1.4,-21.1%,9.2%
Nc1nnc(Cc2ccc(Cl)cc2Cl)s1,3.0%,0.2,-3.5%,-4.2%,0.2,-2.0,4.0%,-7.7%
Cc1cc(OCCNCCO)cc(C)c1Cl,-9.3%,5.7,0.8%,-11.8%,-0.9,0.9,11.3%,-1.0%
O=C(/C=C/c1ccc(Cl)cc1Cl)n1cccn1,-9.9%,-0.3,-0.1%,0.6%,0.5,0.4,-8.4%,-2.3%
CCn1c2ccccc2c2nnc(SCC(=O)Nc3c(C)n(C)n(-c4ccccc4)c3=O)nc21,-9.4%,2.9,3.9%,-14.1%,-1.1,2.0,-22.8%,-0.8%
COc1ccc(S(=O)(=O)Nc2ccccc2OC)cc1C,-1.3%,.,3.2%,3.0%,-8.7,1.6,-6.2%,3.9%
CC(Oc1ccccc1)C(=O)N1CCN=C1SCc1ccccc1F (stereo not given),2.0%,1.2,5.7%,-10.1%,-0.6,-2.8,-7.5%,-3.5%
Cc1cc(NC(=O)COC(=O)c2ccc(S(=O)(=O)N3CCCC3)cc2)no1,2.4%,0.7,2.8%,7.1%,-2.8,0.9,2.8%,-8.1%
Cc1ccc(NC2=C(NC(=O)c3ccccc3)C(=O)c3ccccc3C2=O)cc1Cl,26.7µM*,-52.0*,8.6%,-6.7%,1.3,-0.9,-6.2%,7.5%
O=C(NCCSCc1ccccc1)c1ccc(Cl)c(S(=O)(=O)N2CCOCC2)c1,-1.7%,9.1,9.6%,7.1%,3.2,0.2,-12.8%,13.2%
COC(=O)c1ccc(Oc2c(C)oc3c(CN4CCN(C)CC4)c(O)ccc3c2=O)cc1,-2.3%,.,3.0%,6.4%,-0.9,1.7,-1.3%,0.6%
COc1ccc(C(c2nnnn2Cc2ccccc2)N2CCN(C(=O)c3ccco3)CC2)cc1 (stereo not given),-17.5%,3.0,-4.9%,-10.0%,-2.4,-2.0,3.3%,6.4%
COc1ccc(S(=O)(=O)N2CCN(C(=S)NCCc3ccccc3)CC2)cc1,4.3%,-3.8,8.7%,12.7%,2.4,-3.1,-22.5%,7.8%
CN(C(=O)c1cccc(NC(=O)Cc2cccc(NC(=O)C3CCCN(C(=O)C4CC4)C3)c2)c1)C1CC1 (stereo not given),-13.6%,1.7,3.4%,?,-1.7,-0.6,4.0%,-8.6%
O=C(CCS(=O)(=O)Cc1ccccc1)Nc1ncc([N+](=O)[O-])s1,-1.0%,-7.3,-4.2%,-10.6%,-1.2,-3.0,-7.9%,-1.1%
COC(=O)[C@H](CCSC)NC(=O)NCc1ccc(S(N)(=O)=O)cc1,-7.7%,.,1.2%,10.6%,0.8,-3.4,1.5%,-8.4%
COc1ccc(CCNC(=O)COC(=O)c2cc(=O)[nH]c3ccccc23)cc1,2.1%,1.4,4.2%,-2.3%,-1.6,-0.1,-8.4%,-0.2%
COc1ccc(OC)c(C(c2nnnn2CCc2ccccc2)N2CCN(c3ccccc3)CC2)c1 (stereo not given),-1.4%,1.4,8.0%,-9.1%,-1.5,-3.8,-8.1%,0.0%
COc1ccc(C(C)=O)cc1COC(=O)CCNS(=O)(=O)c1ccc(C)c(C)c1,2.2%,-7.3,6.0%,13.2%,-2.1,-4.8,-10.2%,11.5%
CCN(CC)C(=O)c1cn(-c2ccccc2)nc1-c1ccc2c(c1)OCCO2,?,-9.4,16.9%,?,-1.2,1.3,-28.2%,3.7%
O=C(Nc1cc(S(=O)(=O)N2CCOCC2)ccc1O)c1ccc(NS(=O)(=O)c2ccc(Cl)s2)cc1,?,-58.8*,0.0%,2.8%,-2.8,0.5,-16.7%,6.5%
CCOc1ccc(NC(=O)Cn2ncc3ccccc32)cc1,3.7%,2.8,-2.5%,-10.9%,-1.0,-1.9,2.8%,-5.7%
COC(=O)C[C@H]1CC[C@@H](NS(=O)(=O)c2ccc(C)cc2)[C@@H](CO)O1,3.2%,0.0,8.0%,5.9%,.,0.9,3.9%,-1.2%
CSc1nn2c(C(F)(F)F)cc(C(F)(F)F)nc2c1C(N)=O,7.7%,-8.1,0.4%,13.5%,1.8,-0.3,12.4%,1.5%
CC(C)N(Cc1cc2ccccc2[nH]c1=O)C(=O)c1cccc([N+](=O)[O-])c1,-12.1%,3.2,-0.1%,-6.6%,-2.1,-1.5,4.5%,6.0%
Cc1cccn2c(=O)c(C=NCc3ccccc3)c(NCCO)nc12,-8.2%,.,9.8%,8.0%,-3.5,-0.2,-6.0%,6.5%
CCOC(=O)c1ccc(-c2c(-c3ccc4c(c3)OCO4)noc2C)cc1F,-6.3%,19.0,14.7%,12.2%,-1.5,-0.1,-2.5%,9.1%
CCN(C1CCS(=O)(=O)C1)S(=O)(=O)c1ccc(OC)c(OC)c1 (stereo not given),-0.4%,4.8,-0.8%,10.7%,-0.8,1.7,1.1%,6.5%
COc1ccc(CCNC(=O)COc2ccc(S(=O)(=O)N3CCOCC3)cc2)cc1,0.8%,.,7.7%,-1.1%,-0.2,-2.4,-11.9%,4.4%
O=C(CCC(=O)c1cccs1)NC1CCCCCC1,-4.1%,-1.4,4.0%,-4.7%,0.8,1.4,-1.4%,8.6%
O=C(Nc1ccc(F)cc1)c1ccc(-n2cncn2)c([N+](=O)[O-])c1,-1.7%,4.0,0.9%,?,1.6,-0.5,-3.2%,3.9%

# Ordered by the number under CCT modulator (smallest number first): 3 of the compounds above.
Structure	CCT modulator
CCOC(=O)c1ccc(-c2c(-c3ccc4c(c3)OCO4)noc2C)cc1F	-1.5
CCN(C1CCS(=O)(=O)C1)S(=O)(=O)c1ccc(OC)c(OC)c1 (stereo not given)	-0.8
COc1ccc(CCNC(=O)COc2ccc(S(=O)(=O)N3CCOCC3)cc2)cc1	-0.2

# Only part of the results is shown; the hit share may differ from the screen's.
